Source: PubChem BioAssay
KOR beta-arrestin-1: KOR antagonists, beta-arrestin recruitment, cell-based, luminescence, uHTS (AID 1778); KOR beta-arrestin recruitment, luminescence, antagonist mode; higher % means a stronger effect; 290,000 compounds, 0.091% hits; inhibition, % at 10 µM; hits with a dose series show IC50 in µM; also: strong numbers were not always called active
GPR55 activation: GPR55 agonists via beta-arrestin recruitment, primary screen, imaging, U2OS cells, beta-arrestin-GFP redistribution (AID 1961); U2OS GPR55 beta-arrestin-GFP redistribution imaging; higher % means a stronger effect; activation, % at 10 µM; hits with a dose series show EC50 in µM; 290,000 compounds, 0.048% hits;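 active = activation above 40% with more than 50 cells counted in the well; inconclusive = wells holding fewer than 50 cells, flagged as toxic or sparse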;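 also: U2OS osteosarcoma cells stably expressing GPR55 and beta-arrestin-GFP; plate controls were DMSO negative control for no effect and LPI positive control for full effect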
Myeloid diff 2: compounds promoting myeloid differentiation; ER-HoxA9 myeloid progenitors, lysozyme-GFP differentiation, flow cytometry; calls only at 10 µM; 360,000 compounds, 1% hits;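 active = normalized GFP-positive differentiation at or above the plate's own cutoff, the solvent-only control mean plus 3 SD; inconclusive = no clear call, values can overlap the other calls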;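 also: cells exposed to compound for four days before flow analysis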
NOD2 inhibition: inhibition of NOD2-driven NF-kB reporter – cell-based, luminescence, uHTS, HEK293 (AID 1566). 290,000 compounds, 0.63% hits. HEK293 NOD2/NF-kB luciferase reporter, luminescence; higher % means a stronger effect. inhibition, % at 4 µM, or EC50 in µM where a hit was titrated; also: many of its hits are not listed in these tables
GPR55 LPI antagonism: GPR55 antagonists blocking LPI-driven arrestin recruitment, primary screen, imaging, U2OS, beta-arrestin-GFP, LPI agonist (AID 2013) | U2OS GPR55 beta-arrestin-GFP translocation imaging, LPI antagonism; higher % means a stronger effect | inhibition, % at 10 µM, or IC50 in µM where a hit was titrated | 290,000 compounds, 0.13% hits;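 active = spots per cell inhibited over 60%, with over 100 cells counted and total cytoplasm intensity under 500,000; inconclusive = wells with under 100 cells, flagged as likely toxic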;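 also: U2OS cells stably carrying GPR55 and arrestin-GFP stimulated by 5 µM LPI near EC80; imaged beta-arrestin-GFP aggregate spots per cell after agonist stimulation; plate controls were LPI-stimulated DMSO wells for no effect and DMSO wells without LPI for full effect; some results filed as inactive read as strong as hits; confirmed hits need IC50 under 10 µM and bright autofluorescent wells are also inconclusive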
KOR beta-arrestin-2: KOR agonists, beta-arrestin recruitment, primary screen, cell-based, luminescence, uHTS (AID 1777). KOR beta-arrestin recruitment, luminescence; higher % means a stronger effect. one-dose activation, % at 10 µM; EC50 in µM for titrated hits. 280,000 compounds, 0.02% hits; in the data active = activation above about 50%, passing the limit was not always enough; also: a part of the inactive calls stands beside numbers as strong as those of hits
NOD1 inhibition: NOD1 signaling inhibitors, primary screen, cell-based, luminescence, uHTS (AID 1578); 290,000 compounds, 1% hits; inhibition, % at 4 µM, or EC50 in µM where a hit was titrated; NOD1-driven NF-kB luciferase reporter cells, luminescence; higher % means a stronger effect; in the data active = inhibition mostly above about 36%, no sharp cut-off; inactive = mostly below about 34%;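 also: HEK-293T reporter cells stimulated with the NOD1 agonist gamma-tri-DAP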
HIV peptide binding: cell-free HIV fusion peptide-binding blockers – biochemical, uHTS, fluorescence dequenching, primary screen (AID 1986); cell-free peptide binding, fluorescence dequenching, 30 min; higher % means a stronger effect; inhibition, % at 20 µM; hits with a dose series show IC50 in µM; 290,000 compounds, 0.3% hits; in the data active = inhibition mostly above about 52%, no sharp cut-off; inactive = mostly below about 76%; also: some results filed as inactive read as strong as hits
GPR35 arrestin U2OS: GPR35 antagonists blocking zaprinast-driven arrestin recruitment, primary screen, imaging, U2OS, beta-arrestin-GFP, zaprinast agonist (AID 2058). U2OS GPR35 beta-arrestin-GFP translocation imaging, zaprinast antagonism; higher % means a stronger effect. inhibition, % at 10 µM; hits with a dose series show IC50 in µM. 290,000 compounds, 0.052% hits;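 active = inhibition of at least 50% with at least 30 cells and total cytoplasm GFP at most 10,000,000; inconclusive = under 30 cells or total GFP of 10,000,000 plus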
Myeloid diff 2 GFP+ MAC1+ %: also measured in Myeloid diff 2; calls as there; GFP+ MAC1+ double positive, %; measured here: differentiation confirmed by MAC1 staining
* hit, by the source's call; i = inactive; ? = inconclusive; . = not tested or not shown; + = active, no number; [ ] = another dose, or the depositor's remark. Rule as the data show it, unless noted: active = inhibition above about 50%; inactive = the rest. Only part of the results is shown; count on the stated rates, not on these rows.

SMILES	KOR beta-arrestin-1	GPR55 activation	Myeloid diff 2	Myeloid diff 2 GFP+ MAC1+ %	NOD2 inhibition	GPR55 LPI antagonism	KOR beta-arrestin-2	NOD1 inhibition	HIV peptide binding	GPR35 arrestin U2OS
CCCn1ncc(CN2CCC(n3nccc3NC(=O)c3ccccc3Cl)CC2)c1C	-28%	-0.1%	i	4.5	-21%	-2%	4.4%	0%	0.8%	4%
COc1ccc(-c2cc(C(=O)N/N=C(\C)c3cccnc3)c3ccccc3n2)cc1	3%	-0.1%	i	0.7	-57%	2%	-3.7%	-70%	8.4%	6%
CC(=O)NC(CC(=O)N1CCN(C(C)=O)CC1)c1ccccc1 (centres undefined)	-13%	0.3%	i	0.9	-5%	-2%	6.3%	-34%	-0.3%	1%
COC(=O)c1c(NC(=O)Cc2cccs2)sc2c1CCCC2	-26%	0.5%	i	0.6	24%	38%	1.5%	10%	6.5%	8%
COc1cc(C(=O)NCc2ccc(C)cc2)ccc1OC(F)F	34%	-0.3%	i	0.7	16%	4%	0.4%	-6%	0.4%	7%
Cc1nn(S(=O)(=O)N2CCCCC2)c(C)c1Br	24%	0.1%	i	7.4	11%	7%	0.1%	.	2.0%	-5%
COC(=O)[C@@H]1C[C@@H]2CC[C@@H](O)C[C@@H]2N1Cc1ccc(OC)cc1	16%	-0.1%	i	3.6	10%	1%	-0.3%	-5%	-0.3%	-14%
Cc1cccc(/C=C2/Sc3ccc(C(=O)NCCN4CCCC4)cc3NC2=O)c1	-99%	-0.2%	?	.	10%	11%	-3.7%	-15%	-1.0%	-3%
COc1ccc(NC(=O)CSc2[nH]c(=O)cc(C)c2C#N)cc1OC	3%	0.0%	i	7.0	-3%	2%	-4.2%	-24%	3.2%	-3%
COc1ccc(Cc2nnc(NC(=O)Nc3ccccc3F)s2)cc1	20%[20 µM]	-0.2%	i	0.2	-7%	13%	-2.5%	-54%	-0.9%	2%
CC(=O)Nc1ccc(S(=O)(=O)NC(CC(=O)NCCc2ccccc2)C(C)C)cc1 (centres undefined)	9%	-0.1%	i	9.2	-11%	12%	0.8%	-17%	2.7%	28%
Cc1nc(C)n(CC(=O)c2ccc(Cl)cc2Cl)n1	20%	-0.3%	i	0.5	19%	10%	5.5%	-3%	-1.0%	3%
O=C(c1cc(COc2ccc(F)cc2Cl)on1)N1CCCCC1c1cccnc1 (centres undefined)	-14%	-0.3%	i	1.2	7%	-5%	6.6%	-24%	-1.4%	-8%
CSc1ccc(/C=N/NC(=O)c2cccs2)cc1	-14%	0.3%	i	0.3	-105%	15%	3.6%	-12%	1.2%	-4%
COc1cc(/C=C(/C#N)C(=O)Nc2ccccc2)c(Br)cc1OCc1ccc(C(=O)O)cc1	19%	12%	i	0.7	9%	8%	0.9%	-1%	45%	4%
O=C(NC(=S)N1CCN(c2nc(-c3ccccc3)cs2)CC1)c1cncc(Br)c1	-46%[20 µM]	-0.1%	i	0.6	-19%	-2%	.	-45%	1.8%	2%
CC(SCc1ccccc1)C(=O)Nc1ccc2c(c1)OCO2 (centres undefined)	21%	-0.1%	i	1.2	-11%	25%	-2.1%	-11%	1.9%	-4%
CCc1ccc(NC(=O)CCNS(=O)(=O)c2cccc3nonc23)cc1	41%	0.0%	i	1.8	22%	4%	0.2%	-3%	-0.2%	3%
Cc1ccc(NC(=O)C2(S(=O)(=O)c3ccc(Cl)cc3)CC2)cc1	32%	-0.1%	i	3.8	9%	82%	-1.6%	-13%	-0.5%	-7%
O=C(NCc1ccccn1)Nc1ccc(F)cc1F	-13%	-0.1%	i	0.4	7%	5%	-0.4%	-2%	0.0%	-9%

Looked up above:
COc1ccc(NC(=O)CSc2[nH]c(=O)cc(C)c2C#N)cc1OC @ HIV peptide binding = 3.2%
Cc1nn(S(=O)(=O)N2CCCCC2)c(C)c1Br @ HIV peptide binding = 2.0%

Carrying on.
SMILES	KOR beta-arrestin-1	GPR55 activation	Myeloid diff 2	Myeloid diff 2 GFP+ MAC1+ %	NOD2 inhibition	GPR55 LPI antagonism	KOR beta-arrestin-2	NOD1 inhibition	HIV peptide binding	GPR35 arrestin U2OS
NC(=O)CSc1nnc2ccc(-c3ccco3)nn12	-6%	0.2%	i	1.1	9%	12%	-4.0%	-36%	-2.8%	6%
COCCNC(=O)C(c1ccccc1C)N(C(=O)Cn1nnc2ccccc21)c1cccnc1 (centres undefined)	11%	0.1%	i	0.9	4%	0%	-2.5%	3%	3.1%	-14%
CCC(C(=O)Nc1ncn[nH]1)(C(F)(F)F)C(F)(F)F	-12%	-0.2%	+	3.8*	4%	5%	9.3%	-7%	0.7%	8%
O=C(Nc1ccc(F)cc1F)c1ccc(S(=O)(=O)N2CCCCC2)cc1	14%	-0.1%	i	0.8	15%	9%	-4.4%	4%	0.5%	8%
O=C(c1ccc(CNS(=O)(=O)c2ccc(Br)cc2)cc1)N1CCCCC1	-9%	0.2%	i	4.1	36%	-9%	-1.7%	17%	-0.6%	9%
Cc1ccc(-n2c(SCC(=O)Nc3cccc(C)c3)nc3c(oc4ccccc43)c2=O)cc1	27%	1.1%	.	.	-1%	18%	-4.1%	-12%	13%	21%
Cc1noc(-c2ccc(C(F)(F)F)cc2)c1NC(=O)Nc1ccc(Cl)cc1	-37%	0.2%	i	0.6	-16%	7%	9.6%	32%	1.6%	-9%
CCCc1cc(=O)[nH]c(N/N=C/C=C\c2ccccc2)n1	-8%[20 µM]	0.2%	i	0.3	14%	1%	-6.1%	-21%	-2.7%	-2%
CN(C)c1cccc(Oc2nc3c(c(=O)n(C)c(=O)n3C)n2C)c1	-31%[20 µM]	-0.1%	i	0.3	7%	22%	-0.8%	3%	1.6%	-7%
COc1ccc(C(=O)ON=C2C=C(C)C(=O)C(C)=C2)cc1	1%	-0.1%	i	0.3	7%	11%	-2.6%	6%	-1.7%	6%
O=C(Nc1ccc(C(F)(F)F)cc1)C1CC(=O)N(c2ccc3c(c2)OCCO3)C1 (centres undefined)	-4%	0.5%	i	0.9	13%	2%	-1.0%	3%	-1.0%	3%
N=C1C(c2ccc(Br)cc2)=C(O)C2CCc3ccccc3N12 (centres undefined)	-5%	0.3%	i	1.2	11%	10%	-1.8%	-12%	2.0%	-9%
CC(O)c1cccc(NC(=O)CCC(=O)O)c1 (centres undefined)	5%	-0.2%	i	5.6	1%	20%	-6.0%	-9%	-1.7%	-4%
Cn1c(N)c(C(=O)CSc2nc3ccccc3c(=O)n2CCCN2CCOCC2)c(=O)n(C)c1=O	12%	-0.4%	i	0.4	1%	9%	-4.1%	-34%	0.1%	11%
COc1cccc(N2CCN(Cc3nc4scc(-c5ccccc5)c4c(=O)[nH]3)CC2)c1	-71%	0.2%	i	0.8	-14%	-4%	0.7%	-15%	11%	-11%
CC1CN(c2nc(Nc3ccccc3F)nc(N)c2[N+](=O)[O-])CC(C)O1 (centres undefined)	11%	-0.1%	i	0.4	12%	8%	4.2%	3%	-0.8%	6%
CN=c1scc(C)n1/N=C/c1ccc(O)cc1O	-14%	-2.1%	i	1.4	-177%	12%	4.7%	-10%	-0.8%	8%
Cc1occc1C(=O)N1CCN(c2ccc([N+](=O)[O-])cc2)CC1	16%	-0.1%	i	4.9	6%	24%	-2.1%	9%	-0.7%	0%
CC1(c2ccccc2)CC(C)(C)N2C(=O)Cc3cccc1c32 (centres undefined)	0%	0.1%	i	0.1	-3%	14%	-2.1%	-15%	0.3%	3%
COc1ccccc1CNC(=O)C1CCC(CNS(=O)(=O)c2ccc(C)cc2)CC1 (centres undefined)	10%	-0.1%	i	0.9	-31%	-1%	5.2%	-8%	-0.3%	-9%
COc1ccc2[nH]c(=O)c(CN(C(C)=O)c3ccc(C)c(C)c3)cc2c1	-17%[20 µM]	0.1%	i	0.6	19%	-4%	-1.1%	-16%	1.8%	-12%
COc1ccc(CN2CCNC(=O)C2CC(=O)N2CCCN(C(C)=O)CC2)cc1OC (centres undefined)	-40%	-0.1%	i	2.4	7%	-16%	3.2%	-2%	1.6%	3%
O=C(CSc1nc2ccccc2c(=O)n1-c1ccc(F)cc1)Nc1ccc(Cl)c(S(=O)(=O)N2CCOCC2)c1	14%	-0.2%	i	0.5	-4%	9%	3.3%	-29%	-0.6%	-7%
CCCCNC(=O)Nc1ccc2c(c1)N(C)C(=O)c1ccccc1S2	-50%	-0.1%	?	.	2%	3%	3.5%	-3%	-0.4%	-6%
CN(C)C(=O)c1nc2ccc(Cl)cn2c1CN1CCCC(OCc2ccccc2)C1 (centres undefined)	-22%	0.3%	i	0.3	-8%	-2%	2.5%	-36%	4.1%	-9%
COc1ccc(CC(=O)NCC(c2ccc(OC)cc2)N(C)C)cc1 (centres undefined)	-22%	-0.2%	i	0.8	7%	-3%	-2.6%	2%	0.0%	-2%
CS(=O)(=O)Nc1ccccc1NS(C)(=O)=O	-7%	-0.2%	i	0.5	0%	-2%	-0.9%	-3%	-1.6%	-4%
CC(C)CC(=O)NCc1ccc(F)cc1	9%	-0.1%	i	0.7	10%	15%	0.3%	13%	-3.1%	3%
CCc1nc2ccccc2c2nc3ccccc3n12	-66%	0.3%	i	0.5	-30%	18%	0.6%	2%	1.6%	-10%
COc1ccc(C(=O)C[n+]2ccc(-c3nnc4n3CCC4)cc2)cc1	2%	0.2%	i	0.6	14%	12%	-5.1%	-30%	1.6%	7%
O=C(c1cc2ccccc2o1)N1CCN(c2ccccn2)CC1	-16%	0.0%	i	0.9	12%	-2%	5.7%	-9%	-1.3%	-2%
Cc1ccc(S(=O)(=O)CCC(=O)NCCc2ccccc2)cc1	3%	0.2%	i	1.4	8%	0%	-5.8%	2%	-0.1%	-8%
O=C(Nc1ccc(N2CCN(Cc3ccccc3F)CC2)cc1)c1ccc([N+](=O)[O-])o1	16%	0.0%	?	.	.	-30%	4.4%	.	-2.0%	11%
CCC(=O)N1c2ccccc2NC2=C(C(=O)CC(C)(C)C2)C1c1cccnc1 (centres undefined)	0%	-0.2%	i	0.5	3%	-2%	0.6%	-37%	-0.5%	0%
CCN(CC)S(=O)(=O)c1ccc2[nH]c(=O)[nH]c2c1	-16%	0.1%	i	1.1	-2%	5%	.	-3%	-1.2%	-10%
